Screening results (PubChem)
LYPLA1 counter – LYPLA1 (human) inhibition in PME1 counter-screen. O75608. recombinant LYPLA1, FP-Rh probe fluorescence polarization. inhibition, % at 5.9 µM. hit rate 0.16% among 320,000. AID 2174;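 active = inhibition above the mean of all tested compounds plus 3 SD, set per campaign, cut at about 14% in these data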;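 also: inhibitors block serine hydrolase probe labeling of LYPLA1 so polarization falls; 0% = enzyme with DMSO and 100% = wells lacking LYPLA1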
Target sequence (O75608 whole entry, looked up): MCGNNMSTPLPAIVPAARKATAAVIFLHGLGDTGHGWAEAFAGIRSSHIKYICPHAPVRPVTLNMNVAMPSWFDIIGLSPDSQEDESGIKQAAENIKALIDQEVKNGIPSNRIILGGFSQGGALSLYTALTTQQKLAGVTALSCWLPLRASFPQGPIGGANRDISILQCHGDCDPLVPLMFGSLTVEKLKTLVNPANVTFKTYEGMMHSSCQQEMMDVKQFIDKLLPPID
PME-1 inh – PME-1 (human) inhibition; recombinant PME-1, FP-Rh probe fluorescence polarization; AID 2130; Q9Y570; hit rate 0.53% among 320,000; inhibition, % at 5.9 µM;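 active = inhibition above the campaign mean of all compounds plus 3 SD, cut at about 26% in these data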;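 also: competitive labeling of PME-1 active site by serine hydrolase directed probe; 0% = PME-1 with DMSO and 100% = wells lacking PME-1 enzyme; inhibitors block probe labeling so polarization falls and inhibition rises; many of its hits are not listed in these tables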
PAFAH2 FP inh – PAFAH2 (human) inhibition. Q99487. AID 492956. inhibition, % at 3.39 µM. hit rate 0.99% among 340,000. recombinant PAFAH2, FP-rhodamine activity probe, fluorescence polarization;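 active = inhibition above the mean over all tested compounds plus 3 SD, cut at about 30% in these data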;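 also: inhibitors block probe labeling of enzyme so polarization drops; 0% = enzyme with DMSO and 100% = wells lacking PAFAH2 protein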
pPAFAH FP inh – inhibitors of human plasma PAF acetylhydrolase (pPAFAH); Q13093; recombinant pPAFAH, FP-rhodamine probe fluorescence polarization; inhibition, % at 3.39 µM; hit rate 1.5% among 330,000; AID 463082;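 active = inhibition above the mean inhibition across the screen plus 3 SD, cut at about 25% in these data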;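 also: inhibitors block binding of the rhodamine activity-based probe so polarization drops; 0% = enzyme with DMSO and 100% = wells lacking pPAFAH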
GSTO1 counter – GSTO1 inhibition, counter-screen for RBBP9 inhibitors; P78417; inhibition, % at 5.96 µM; recombinant GSTO1, activity-based probe fluorescence polarization; hit rate 1.1% among 300,000;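 active = inhibition above the campaign mean inhibition plus 3 SD, cut at about 35% in these data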;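 also: 0% = GSTO1-1 with DMSO and 100% = wells lacking GSTO1-1 enzyme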
Target sequence (P78417 whole entry, looked up): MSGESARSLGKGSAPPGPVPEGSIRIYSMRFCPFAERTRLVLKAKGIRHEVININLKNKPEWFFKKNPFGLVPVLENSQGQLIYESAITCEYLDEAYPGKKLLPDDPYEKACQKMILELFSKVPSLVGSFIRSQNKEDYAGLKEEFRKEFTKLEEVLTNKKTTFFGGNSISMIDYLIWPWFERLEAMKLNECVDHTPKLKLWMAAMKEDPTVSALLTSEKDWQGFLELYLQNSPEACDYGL
PAFAH1B3 inh – inhibitors of human PAFAH1B3. hit rate 0.28% among 340,000. recombinant PAFAH1B3, FP-rhodamine probe, fluorescence polarization. AID 492972. inhibition, % at 3.39 µM;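 active = inhibition above the screen-wide average of all tested compounds plus 3 SD, cut at about 25% in these data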;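 also: 0% = enzyme with DMSO only and 100% = wells lacking PAFAH1B3 protein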
Target sequence (Q15102 whole entry, looked up): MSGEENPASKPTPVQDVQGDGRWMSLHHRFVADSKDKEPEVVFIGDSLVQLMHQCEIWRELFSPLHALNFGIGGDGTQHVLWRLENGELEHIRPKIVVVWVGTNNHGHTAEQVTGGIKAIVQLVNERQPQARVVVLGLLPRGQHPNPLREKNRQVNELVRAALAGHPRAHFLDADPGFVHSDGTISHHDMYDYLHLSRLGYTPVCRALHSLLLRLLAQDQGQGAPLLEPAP
LYPLA2 counter – counter-screen for PME1 inhibitors: inhibitors of human LYPLA2; recombinant LYPLA2, FP-Rh probe fluorescence polarization; hit rate 0.38% among 320,000; O95372; inhibition, % at 5.9 µM; AID 2177;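 active = inhibition above the screen-wide mean plus 3 SD, limit set per campaign, cut at about 26% in these data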;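 also: 0% = LYPLA2 with DMSO and 100% = wells lacking LYPLA2 enzyme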
Target sequence (O95372 whole entry, looked up): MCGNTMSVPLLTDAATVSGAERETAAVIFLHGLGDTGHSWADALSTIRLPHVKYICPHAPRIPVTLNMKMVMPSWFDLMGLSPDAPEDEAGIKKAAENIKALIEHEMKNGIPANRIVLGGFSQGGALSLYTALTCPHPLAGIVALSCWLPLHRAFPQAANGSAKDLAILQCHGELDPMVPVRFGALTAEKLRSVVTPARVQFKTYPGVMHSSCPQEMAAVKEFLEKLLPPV
PAFAH1B2 FP inh – blocks human PAF acetylhydrolase 1b catalytic subunit 2 | inhibition, % at 3.39 µM | recombinant PAFAH1B2, FP-rhodamine activity probe, fluorescence polarization | AID 492953 | hit rate 1.2% among 340,000;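 active = inhibition above the mean of all tested compounds plus 3 SD, cut at about 24% in these data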;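 also: 0% = enzyme with DMSO and 100% = wells lacking PAFAH1B2; many of its hits are not listed in these tables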
PAD4 FP inh – blocks human protein arginine deiminase 4 | inhibition, % at 6.36 µM | hit rate 0.41% among 330,000 | AID 485272 | Q9UM07 | recombinant PAD4, RCA probe fluorescence polarization;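 active = percent inhibition above a cutoff equal to the mean of all tested compounds plus 3 SD, cut at about 15% in these data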;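 also: 0% = PAD4 with RCA probe and DMSO and 100% = probe without PAD4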
An asterisk follows results filed as active; nt = no result given.

no.	Compound	LYPLA1 counter	PME-1 inh	PAFAH2 FP inh	pPAFAH FP inh	GSTO1 counter	PAFAH1B3 inh	LYPLA2 counter	PAFAH1B2 FP inh	PAD4 FP inh
1	CC1=C(C)/C(=N/OC(=O)c2cccc([N+](=O)[O-])c2)C=CC1=O	-6	-30	1	-5	47*	1	-2	-2	-2
2	Cn1c(=O)n(C)c2cc(NC(=O)COc3ccc(F)cc3)ccc21	-5	-1	2	3	0	-2	3	2	-4
3	CC(=O)Nc1ccc(NC(=O)C(C)OC(=O)c2ccc(S(=O)(=O)N3CCCCC3)cc2)cc1 (stereo not given)	nt	nt	-13	-7	nt	-9	nt	-6	-12
4	C#CCSc1nnc(-c2c[nH]c3ccccc23)n1C	0	-6	5	-4	5	-2	-2	3	5
5	O=[N+]([O-])c1cccc(S(=O)(=O)c2ccc(N3CCCCC3)c([N+](=O)[O-])c2)c1	-3	8	5	6	10	-9	7	-2	-1
6	CC(C(=O)N1CCN(Cc2ccccc2)CC1)c1ccc([N+](=O)[O-])cc1 (stereo not given)	0	-8	0	2	4	11	0	12	-1
7	Nc1cccc(NC(=O)CN2CCOCC2)c1	3	2	-1	7	1	9	3	-5	3
8	CS(=O)(=O)Nc1ccc(S(=O)(=O)NC2CCCCC2)cc1	0	1	1	3	6	10	-3	2	1
9	CCOc1cc(-c2nnc(NC(=O)C3=COCCO3)o2)cc(OCC)c1OCC	-1	2	-8	2	-5	5	-9	-5	-2
10	Cc1ccc(/C=C2/CCc3c([nH]c4ccccc34)C2=O)cc1	-4	4	-15	4	-3	-3	4	5	2
11	O=c1[nH]c2cc3c(cc2cc1C(c1nnnn1CC1CCCO1)N1CCCC1)OCO3 (stereo not given)	-4	-5	6	3	2	5	-1	0	1
12	O=C(OCC1OC2C(Oc3nc(=O)ccn32)C1O)c1ccccc1 (stereo not given)	-3	7	-4	-3	5	-1	-3	-8	5
13	CCc1ccccc1NC(=O)CN(C)Cc1c(O)ccc2ccccc12	-4	-4	-7	3	7	2	-3	15	1
14	CCc1ccc(OCC(=O)NC(=S)Nc2ccc(C(C)=O)cc2)c(Br)c1	1	-2	3	-3	-2	-2	5	-1	5
15	COC(=O)C1(C)NC(c2ccccc2C)C2C(=O)N(c3ccc(F)cc3)C(=O)C21 (stereo not given)	-5	-2	-6	-1	5	3	3	-2	-5
16	O=C(CSc1nnnn1-c1ccc2c(c1)OCO2)NCc1cccs1	-1	-1	-4	2	3	10	4	-2	-4
17	COc1cc([N+](=O)[O-])ccc1NC(=O)NCc1ccco1	-2	-7	-1	4	3	-2	9	0	-7
18	COc1cc(Cl)ccc1OCc1cc(C(=O)NC(C)Cc2cccnc2)no1 (stereo not given)	-3	5	12	0	3	15	4	5	-7
19	CCOc1ccc(-c2nc(-c3cccnc3)no2)cc1	0	-13	2	2	7	8	9	-2	-1
20	CC(C)CC1NC(=O)N(CCCCN2C(=O)c3ccccc3C2=O)C1=O (stereo not given)	0	-2	0	0	8	4	-2	1	-4
21	C=CCOc1cccc(C2c3c(oc4ccccc4c3=O)C(=O)N2c2ccccn2)c1 (stereo not given)	-2	0	2	4	10	6	-4	-4	0
22	Cc1ccc(S(=O)(=O)NCc2ccncc2)cc1C(=O)NCC(C)C	5	5	2	3	-4	3	2	2	2
23	O=S(=O)(Nc1ccccc1)c1ccc(-c2csnn2)cc1	-4	4	-1	17	5	-9	-5	8	2
24	Cc1ccc(CC(=O)Nc2cc([N+](=O)[O-])ccc2F)cc1	-1	2	4	4	1	3	-2	-3	2
25	CNC(=S)N/N=C/c1c(C)nn(-c2ccc(F)cc2)c1Cl	-5	2	2	4	1	-1	0	-1	-6

Overlap with the part before: 5 entries, followed by the next part.
no.	Compound	LYPLA1 counter	PME-1 inh	PAFAH2 FP inh	pPAFAH FP inh	GSTO1 counter	PAFAH1B3 inh	LYPLA2 counter	PAFAH1B2 FP inh	PAD4 FP inh
21	C=CCOc1cccc(C2c3c(oc4ccccc4c3=O)C(=O)N2c2ccccn2)c1 (stereo not given)	-2	0	2	4	10	6	-4	-4	0
22	Cc1ccc(S(=O)(=O)NCc2ccncc2)cc1C(=O)NCC(C)C	5	5	2	3	-4	3	2	2	2
23	O=S(=O)(Nc1ccccc1)c1ccc(-c2csnn2)cc1	-4	4	-1	17	5	-9	-5	8	2
24	Cc1ccc(CC(=O)Nc2cc([N+](=O)[O-])ccc2F)cc1	-1	2	4	4	1	3	-2	-3	2
25	CNC(=S)N/N=C/c1c(C)nn(-c2ccc(F)cc2)c1Cl	-5	2	2	4	1	-1	0	-1	-6
26	COc1ccc(C(CNC(=O)c2ccc(S(=O)(=O)N3CCCC3)cc2)N(C)C)cc1OC (stereo not given)	3	-1	9	7	7	4	6	4	-8
27	C=CCN(C(=O)c1csnn1)C(C(=O)NCc1ccc(F)cc1)c1sccc1C (stereo not given)	-1	-3	0	6	6	-5	-5	6	-2
28	O=P(O)(O)CP(=O)(O)O	-2	-3	nt	1	4	nt	0	nt	3
29	Cc1ccc(S(=O)(=O)N2CCOCC2)cc1C(=O)Nc1c(C)n(C)n(-c2ccccc2)c1=O	-4	-8	2	-1	-2	3	-14	3	0
30	CCc1ccc(Nc2c([N+](=O)[O-])c(=O)oc3ccccc23)cc1	-2	4	7	7	-63	5	-3	7	0
31	COc1cccc(NC(=O)Nc2ccc(Br)cn2)c1	0	-3	1	3	-12	-1	-8	3	-4
32	COc1ccc(-c2cnnc(N/N=C/C(C)=C/c3ccccc3)n2)cc1	3	14	nt	3	2	nt	-3	nt	4
33	O=C(CSc1nc2c(sc3ccccc32)c(=O)n1CCCN1CCOCC1)NC1CCCC1	-3	0	7	2	0	-1	-1	4	2
34	COc1ccc(CNCc2ccc(C(F)(F)F)cc2)cc1OC	2	1	-6	-6	-1	5	7	-3	4
35	CC(C)C(NC(=O)c1ccccc1)C(=O)NCc1ccccn1 (stereo not given)	5	-6	6	-7	0	2	-1	3	-6
36	O=C(NN1C(=O)c2cc(Br)ccc2NC1c1ccccc1Cl)c1ccncc1 (stereo not given)	-2	2	8	1	1	4	10	-1	-4
37	CC1CC(CC(C)C(=O)Nc2nncs2)C(=O)O1 (stereo not given)	-1	-7	1	-1	4	-2	2	2	0
38	Cc1ccc2c(c1)N(CCCC(=O)NCCC1=CCCCC1)C(=O)CO2	-1	4	4	3	2	3	-2	3	0
39	Cc1ccccc1OCC(=O)NNC(=O)c1cc(S(=O)(=O)N2CCOCC2)ccc1N1CCCC1	1	10	4	2	-4	-2	3	4	-6
40	C/C(=N\N=C(/N)SC1CC(=O)N(c2ccccc2)C1=O)c1cccs1 (stereo not given)	0	-2	4	8	9	2	2	0	4
41	CCOC(=O)C1CCCN(C(=O)c2ccc3c(c2)N(C)C(=O)/C(=C/c2ccccc2Cl)S3)C1 (stereo not given)	-7	18	7	15	-11	7	-6	2	-5
42	Cc1nccn1S(=O)(=O)c1cc([N+](=O)[O-])ccc1Cl	-1	1	-5	6	-2	2	5	4	0
43	CC1CCN(C(=O)CSc2nnc(CNC(=O)COc3ccc(Cl)cc3)o2)CC1	2	-5	-1	4	-1	4	-2	7	-1
44	CCOC(=O)C1CCCN(C(=O)c2ccc(S(=O)(=O)N3CCCC3)cc2)C1 (stereo not given)	0	4	1	3	2	2	2	-3	-4
45	COc1ccc(-n2c(Cc3cccn3C)nnc2SCC(=O)N2CCC(C)CC2)cc1	6	-3	-2	0	4	12	2	-3	-4
46	COc1cccc(NC(=O)CCC2CCN(C(=O)c3scnc3C)CC2)c1	-1	-3	4	5	0	-7	2	-6	-2
47	Cc1cc(C)c(S(=O)(=O)NC2CC3CCC2C3)c(C)c1 (stereo not given)	-3	1	8	1	1	-1	-3	9	3
48	Cc1csc(SC(C)C(=O)NCC2CCCCC2)n1 (stereo not given)	-3	-2	-1	3	9	4	-3	7	-7
49	COC(=O)C1=C(C)NC(C)=C(C(=O)OC)C1c1ccc2ccccc2n1	0	2	1	0	9	-5	5	2	-2
50	O=C(Nc1ccc(F)cc1F)NC1CC(=O)N(Cc2ccccc2)C1 (stereo not given)	-2	-9	4	1	-3	1	-1	-3	0
51	CCc1ccc(-n2c(C)cc(/C=N/NC(=O)OC)c2C)cc1	-5	-3	-3	12	-4	8	-3	-4	-4
52	c1ccc(-c2nnc3n2NC(c2ccc4c(c2)OCO4)S3)cc1 (stereo not given)	1	3	0	7	2	13	5	1	1
53	Fc1ccccc1-c1nc(-c2ccc(-c3nn[nH]n3)cc2)no1	nt	nt	-15	-7	nt	1	nt	-8	-1
54	CCCc1sc(N/N=C/c2ccccn2)nc1-c1ccc(Br)cc1	-2	5	4	3	4	11	4	1	-1
55	CC(C)CCC(CCN1CCCC1)c1ccc2c(c1)OCO2 (stereo not given)	0	0	8	8	-6	12	4	6	-1
56	CCOC(=O)c1ccc(NC(=O)CN2C(=O)NC3(CCCCCC3)C2=O)cc1	0	-4	-1	-5	4	2	0	5	-2
57	CC(C)NC(=O)N1CCCN(c2nc3ccc(Cl)cc3s2)CC1	1	1	-5	3	-5	10	-4	-1	-1
58	CNc1nc(Oc2ccccc2C(=O)OC)nc(SC)n1	0	-5	4	-2	-3	0	7	-1	6
59	c1ccc(-c2ccc(-c3cnc4n3CCCCC4)cc2)cc1	-2	2	1	19	10	-4	10	2	-4
60	CC(=O)NC(CCS(C)(=O)=O)C(=O)Nc1nccs1 (stereo not given)	4	-4	6	2	5	-1	6	-4	1

Complete entries, looked up by structure. Order of screens: LYPLA1 counter | PME-1 inh | PAFAH2 FP inh | pPAFAH FP inh | GSTO1 counter | PAFAH1B3 inh | LYPLA2 counter | PAFAH1B2 FP inh | PAD4 FP inh
Record of CCOC(=O)c1ccc(NC(=O)CN2C(=O)NC3(CCCCCC3)C2=O)cc1 → 0 | -4 | -1 | -5 | 4 | 2 | 0 | 5 | -2
Record of CCc1ccc(-n2c(C)cc(/C=N/NC(=O)OC)c2C)cc1 → -5 | -3 | -3 | 12 | -4 | 8 | -3 | -4 | -4

A few values from the entries so far.
Cc1ccccc1OCC(=O)NNC(=O)c1cc(S(=O)(=O)N2CCOCC2)ccc1N1CCCC1 in PAFAH1B2 FP inh is listed with 4
COc1ccc(C(CNC(=O)c2ccc(S(=O)(=O)N3CCCC3)cc2)N(C)C)cc1OC (stereo not given) in PME-1 inh is listed with -1
CS(=O)(=O)Nc1ccc(S(=O)(=O)NC2CCCCC2)cc1 in PAFAH1B2 FP inh is listed with 2

Some of the compounds tested; the hit share may differ from the screen's.
